High-throughput results deposited in PubChem BioAssay by several laboratories.
IDE cell inh – cellular human IDE inhibition | P14735 | HEK cells, FAbetaB cleavage, fluorescence polarization | inhibition, % at 5.59 µM | actives 0.41% (n = 320,000) | AID 434962;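 active = percent inhibition above the average of all tested compounds plus 3 SD, set per screening campaign, cut at about 16% in these data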;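 note: IDE supplied by intact live HEK cells; FP after avidin binding of uncleaved biotin substrate so inhibition keeps polarization high; 0% = DMSO wells and 100% = 60 µM reference IDE inhibitor Ii1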
HCV NS3 hel inh – blocks Hepatitis C virus NS3 helicase unwinding; NS3 helicase DNA unwinding, Cy5 molecular beacon fluorescence; inhibition, % at 10.9 µM; actives 0.56% (n = 290,000);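 active = inhibition above the mean of all tested compounds plus 3 SD, set per campaign, cut at about 35% in these data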;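 note: 0% = DMSO wells and 100% = thioflavine S control wells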
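System: NS3 helicase fragment of HCV / Schedule: 1 h at 25 °C / Control set: DMSO alone as 0% and 110 µM thioflavine S as 100% / Reagent: Cy5/quencher beacon DNA duplex and ATP to start / Technique: Cy5 fluorescence / Replication: singlicate / Evaluation: % inhibition of end-to-start signal ratio versus controls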
p-CIP stab down – p/CIP protein destabilization. F442A p/CIP-EGFP cells, EGFP fluorescence, 16 h. actives 0.01% (n = 290,000). decrease of EGFP signal, % at 10 µM. Q05BA5. AID 1984;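 active = EGFP signal decrease of at least 30% at 10 µM or well 3 SD below plate mean, unless failing retest; inactive = the rest, including hits failing retest or dose response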; note: some compounds called inactive have numbers as strong as hits; many of its hits are not listed in these tables
CRFBP-R2 block – blocks CRF-induced signaling of the CRF-BP/CRF-R2 complex; HEK293 CRF-R2/CRF-BP, CRF-induced calcium fluorescence; actives 0.59% (n = 350,000); inhibition, % at 11.8 µM;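 active = inhibition of the ligand-induced calcium signal above about 50% at the single tested concentration, limit read from the data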
SUMO HTRF inh – SUMOylation inhibition; HTRF SUMOylation assay, SAE1/SAE2 + UBC9, in vitro; inhibition, % at 35 µM; actives 0.36% (n = 290,000); AID 2006; in the data active = inhibition above about 50%, passing the limit was not always enough; note: strong numbers were not always called active
Target sequence (P63279 whole entry, looked up): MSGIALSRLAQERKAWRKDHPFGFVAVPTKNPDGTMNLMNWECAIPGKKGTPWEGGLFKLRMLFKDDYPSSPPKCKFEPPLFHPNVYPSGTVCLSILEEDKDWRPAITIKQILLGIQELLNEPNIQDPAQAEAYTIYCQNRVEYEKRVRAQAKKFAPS
GalR3 antagonist – human GalR3 antagonism | O60755 | HEK293 GalR3-CNG cAMP membrane potential fluorescence; galR3 body fused to GalR1 C-terminus | inhibition, % at 3 µM | actives 0.44% (n = 360,000);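 active = inhibition above the screen-wide average plus 3 SD, cut at about 13% in these data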;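 note: forskolin and galanin both at EC90 stimulate the cells; cAMP rise reported by CNG channel membrane potential dye signal; 0% = forskolin plus galanin with DMSO and 100% = forskolin alone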
Target sequence (O60755 1-299 limits assumed): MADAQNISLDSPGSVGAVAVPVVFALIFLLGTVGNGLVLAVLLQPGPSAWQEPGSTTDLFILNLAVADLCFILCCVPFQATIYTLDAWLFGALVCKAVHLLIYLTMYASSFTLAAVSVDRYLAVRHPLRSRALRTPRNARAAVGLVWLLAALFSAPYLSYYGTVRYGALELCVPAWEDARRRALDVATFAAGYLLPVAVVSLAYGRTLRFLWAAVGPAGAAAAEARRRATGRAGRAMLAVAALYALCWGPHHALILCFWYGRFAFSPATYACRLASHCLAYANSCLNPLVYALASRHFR
IMP-1 inhibitor – inhibitors of Pseudomonas aeruginosa IMP-1 metallo-beta-lactamase; actives 0.45% (n = 290,000); inhibition, % at 5.6 µM; purified IMP-1, nitrocefin hydrolysis, epi-absorbance fluorescence; AID 1556;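 active = inhibition above the mean plus 3 SD of all compounds in the same screening run, cut at about 4.5% in these data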;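 note: 0% = IMP-1 with DMSO and 100% = DMSO wells lacking enzyme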
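Assay system: purified recombinant IMP-1 beta-lactamase. Input: IMP-1 0.2 nM before substrate addition. Buffer or medium: Zinc- and detergent-supplemented HEPES buffer, pH 7.1. Schedule: 25 °C, 15 min preincubation, 25 min reaction. Signal: Epi-absorbance fluorescence, 480 nm excitation, 530 nm emission. Evaluation: percent inhibition from optical density relative to buffer-blank wells.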
VIM-2 inhibitor – blocks Pseudomonas aeruginosa VIM-2 metallo-beta-lactamase; purified VIM-2, nitrocefin hydrolysis, epi-absorbance fluorescence; inhibition, % at 5.6 µM; actives 0.89% (n = 290,000);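 active = inhibition above the mean of all tested compounds plus 3 SD, cutoff set per screening run, cut at about 7.5% in these data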;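 note: red hydrolysis product quenches plate fluorescence so inhibitors raise well fluorescence; 0% = enzyme with DMSO and 100% = DMSO without enzyme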
IDE act – boosts human insulin-degrading enzyme activity in HEK cells; P14735; FAbeta-B cleavage, fluorescence polarization; 0% vehicle, 100% cell-free pure enzyme wells; activation, % at 5.96 µM; actives 0.073% (n = 340,000); AID 493087;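 active = activation above the mean of all tested compounds plus 3 SD, set per screening campaign, cut at about 17% in these data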
Active calls of the source: *; x = no result given.

SMILES	IDE cell inh	HCV NS3 hel inh	p-CIP stab down	CRFBP-R2 block	SUMO HTRF inh	GalR3 antagonist	IMP-1 inhibitor	VIM-2 inhibitor	IDE act
CCOC(=O)c1ccc(NC(=O)Nc2ccon2)cc1	4	-3	-11	14	25	2	-0.1	-0.2	5
O=C(CN1CCCCCCC1)N/N=C/c1ccccc1F	5	-5	-3	-20	1	-4	-3.2	1.1	3
O=C(O)C1CC=CCC1C(=O)NCc1ccc2c(c1)OCO2 (stereo unspecified)	-5	1	-6	11	-2	-1	-3.8	-2.2	1
COc1ccccc1C(c1nnnn1CCc1ccccc1)N1CCCCCC1 (stereo unspecified)	12	-13	-1	20	0	-7	24*	2.1	6
COCC(C)NC(=O)c1cc(-c2ccccc2OC)on1 (stereo unspecified)	2	-1	-17	3	16	-6	-3.3	-1.5	10
CCOC(=O)CSC1=C(C#N)C(c2ccc(Cl)cc2)CC(=O)N1 (stereo unspecified)	0	-2	-6	0	5	0	-3.4	-1.9	2
COc1ccc(Cl)cc1S(=O)(=O)N1CCCC(C(=O)N2CCOCC2)C1 (stereo unspecified)	6	3	4	3	4	1	-2.1	0.3	-1
CC(C)(C)n1nc2c(c1NC(=O)Cc1ccc([N+](=O)[O-])cc1)CS(=O)(=O)C2	4	0	-14	-2	-1	-2	-3.3	-2.2	3
COc1cccc(-c2cc(C(=O)N3CCN(C(c4ccccc4)c4ccccc4)CC3)no2)c1	1	2	2	-18	-6	-5	-2.1	-1.3	4
Cn1c(=O)cc(OCCCC(=O)NCCC2=CCCCC2)c2ccccc21	-1	2	8	-3	12	-2	-4.0	-3.3	0
Cc1ccn2c(Nc3ccc4c(c3)OCO4)c(-c3ccccn3)nc2c1	0	-15	-34	-30	45	-1	-5.2	39*	5
Cc1ccccc1COc1cccc(/C=N/NC(=O)c2nnn(-c3nonc3N)c2C)c1	0	-5	0	-9	20	-10	-1.3	-0.1	-2
CNC(=O)/C(=C\c1ccco1)NC(=O)c1ccco1	-3	-13	-14	15	23	-8	-1.5	-2.6	3
COc1ccc(-c2csc(NC(=O)c3ccccc3NS(=O)(=O)c3ccc(C)cc3)n2)cc1	-1	22	3	58*	44	-1	-3.7	-2.5	5
C[C@H]1CN([C@@H](C)CO)C(=O)c2cc(NC(=O)Nc3cccc4ccccc34)ccc2O[C@@H]1CN(C)Cc1ccc(-c2ccccc2)cc1	2	x	x	5	x	-6	x	x	0
CC1=C(C(=O)Nc2ccccn2)C(c2ccc3c(c2)OCO3)C2=C(CC(C)(C)CC2=O)N1 (stereo unspecified)	3	-13	10	4	10	3	1.2	-0.1	-3
COc1ccc(C(=O)C(Cc2cc(C(C)=O)ccc2OC)N2CCCC2)cc1 (stereo unspecified)	2	-8	12	3	13	-4	1.1	1.7	6
CCOc1ccc(-c2cccc(NC(=O)c3cccs3)c2)nn1	-6	x	x	12	x	0	x	x	-1
O=C(NCCN1CCOCC1)c1cc(-c2ccc(F)cc2)nc2ccccc12	1	x	x	-8	x	-1	x	x	5
Cc1ccc(C(=O)Nc2ccc3c(c2)CCC3)o1	3	3	-3	-7	3	-6	-3.9	-3.7	4
CC/C(=N\NC(=O)c1ccc(Br)cc1)c1ccccc1	-5	2	-3	-9	-9	5	-2.7	-2.6	-2
Cc1ccc(S(=O)(=O)N2CCC(C(=O)NCCCN3CCCC3=O)CC2)cc1	3	x	x	8	x	-5	x	x	2
CCN(CC)S(=O)(=O)c1ccc2c(c1)nc(SCn1nnc3ccccc3c1=O)n2CC	3	-8	-2	10	-9	0	-3.9	-4.4	3
COc1ccc(CC(=O)OCC(=O)Nc2ccc(Cl)cn2)cc1	-3	-3	-4	19	0	-4	-3.0	-4.6	-2
CC1(C)Cc2c(cnn2-c2cccc(F)c2)C(NC(=O)c2csnn2)C1 (stereo unspecified)	5	7	-6	-26	5	-3	-5.0	-2.8	-3
COc1ccc(OC)c(S(=O)(=O)NCc2cccnc2)c1	1	3	1	5	22	5	-2.4	0.3	2
Cc1ccc(-c2cc(C(=O)Nc3nn[nH]n3)c3ccccc3n2)c(C)c1	2	11	-10	-4	27	-2	-3.2	-4.4	3
CCN(CC)CCNC(=O)c1cccc(NC(=O)C(=O)c2ccccc2NC(C)=O)c1	2	4	0	-5	22	7	-1.1	-4.0	-4
Cc1cc(C(=O)OCC(=O)N(C)C2CCS(=O)(=O)C2)c(C)n1-c1ccccc1 (stereo unspecified)	-2	3	-3	-14	-14	2	-3.4	-2.6	-3
CC(C)NC(=O)/C(C#N)=C/c1cccc(NC(=O)c2ccccc2Cl)c1	-1	-2	3	-32	6	-1	-1.2	-3.8	-8
O=C(CCN1CCN(c2ccccc2)CC1)NNC(=S)Nc1ccccc1	2	2	2	2	-13	2	-2.7	-1.5	-1
C(=N\Nc1ccc2nncn2n1)/c1ccco1	3	-1	0	-6	16	-1	-3.6	-4.0	0
Cc1ccccc1Nc1nc(N2CCOCC2)nc(N2CCOCC2)n1	2	1	-3	-6	0	-8	-1.7	-1.6	1
O=C(CSc1nnc(SCc2ccc(Cl)cc2)s1)N1CCN(C(=O)c2ccco2)CC1	2	-1	6	-7	-7	-3	-2.9	-2.2	0
CC1C(O)=C(c2nc3ccccc3[nH]2)C(=N)N1c1ccccc1 (stereo unspecified)	-2	-3	1	-33	-28	2	1.4	-0.2	6
O=C1C(C=NCCCN2CCOCC2)=C(O)c2ccccc21	2	2	-10	4	27	-4	-1.0	-0.5	0
Cc1ccc(NC(=O)CN(C)C(=O)/C=C/c2ccc3c(c2)OCO3)cc1	-5	x	x	0	x	-4	x	x	1
Cc1cc(C)nc(SCC(=O)N2CCOCC2)n1	-1	9	-10	0	15	-1	0.0	-0.1	7
COc1cccc(Cn2cnc3c([N+](=O)[O-])c(C)c(C)cc32)c1	-2	-6	-9	-15	-4	-6	-2.8	-3.7	0
CCC(C)(C)NC(=O)C(c1cccc(OC)c1OC)N(C(=O)CCC(=O)Nc1cc(C)on1)C(C)C (stereo unspecified)	2	11	-12	5	6	-7	-1.4	-0.9	2
COC(=O)C1=C[C@@H](C(=O)OC)C2C3=C(C(=O)C24CCCCC4)[C@H](C)n2c(=O)n(C)c(=O)n2[C@@H]3C1 (stereo partly specified)	3	x	x	0	x	-5	x	x	-5
COc1ccc2nc(SCC(=O)c3ccco3)[nH]c2c1	-5	4	2	-4	-13	0	-2.2	-2.2	-9
CCN1C(=O)[C@H]2[C@@H](c3ccc(-c4ccc(C(C)=O)cc4)c(OC)c3)N[C@@](Cc3ccccc3)(C(=O)OC)[C@H]2C1=O	-2	x	x	-4	x	-3	x	x	-4
C/C(=N/NC(=O)c1sc(=S)n(C)c1C)c1ccccc1	3	3	-7	-2	22	0	-3.0	-3.6	-3
COc1ccc(-n2cc(C#N)c(=O)[nH]c2=O)cc1	-1	7	-23	-6	16	1	-2.2	-0.9	3
O=C(CSc1nc(O)c(C2CCCCC2)c(=O)[nH]1)Nc1ccc(Cl)cc1	4	2	-21	-5	-1	2	-2.8	-1.4	6
Cc1ccnc(NC(=O)CNC(=O)c2ccc3ccccc3c2)c1	2	x	x	-5	x	-5	x	x	-1
Cn1c(NC(=O)c2cc(-c3ccc4c(c3)OCO4)nc3ccccc23)cc(=O)n(C)c1=O	5	3	-13	4	12	0	-2.0	-2.6	-5
COc1ccc(O)c(-c2cn[nH]c2-c2cccs2)c1	0	3	-17	-2	23	-2	1.1	-0.5	-4
O=C(Nc1ccc2c(c1)OCCO2)C1CCCN(S(=O)(=O)c2cccnc2)C1 (stereo unspecified)	8	8	-2	21	-7	0	-4.2	-1.2	5
Cc1ccc(C(=O)NCCC(=O)N2CCC3(CC2)NCCc2[nH]cnc23)cc1C	0	5	3	-2	-1	-9	-4.2	-4.3	4
Cc1oc(-c2ccccc2F)nc1CS(=O)CC(=O)NCc1ccc2c(c1)OCO2 (stereo unspecified)	0	1	-7	28	4	x	1.5	-0.3	1
Cn1cnnc1SCCCN1C(=O)c2cccc3cccc(c23)C1=O	1	-1	-2	-10	10	-6	-1.2	6.5	5
Cc1ccsc1/C=N/NC(=O)Cn1cnc2ccccc21	2	-5	-8	-8	3	-5	-2.7	-3.2	4
O=C(O)/C=C/C(=O)NC1CCCCCCCCCCC1	11	-14	-9	-15	-3	8	-2.2	-1.7	9
Cc1ccc(-n2nnc3c(=O)n(CC(=O)NCc4ccccc4)cnc32)cc1	4	9	-13	28	36	x	-4.1	-2.0	-3
CC(=O)N1c2ccc(S(=O)(=O)NC(CC(=O)O)c3ccc(Br)cc3)cc2CC1C (stereo unspecified)	3	0	-4	6	7	1	-1.4	-1.2	1
Cc1ccc(NC(=S)NNC(=O)c2c(Cl)c(C)nn2C)cc1	-1	9	-2	30	-25	-12	-2.9	-7.1	-4
COc1ccc(CCN(C)Cc2ccc(OC)c(OCc3ccccc3)c2)cc1OC	1	-10	4	-6	-36	x	-1.6	-1.7	1
COc1cccc(C(=O)Nc2cc(C)on2)c1OC	6	-1	-13	-23	30	-4	-3.2	2.0	6

Pulled by structure from the list above (4):
SMILES	IDE cell inh	HCV NS3 hel inh	p-CIP stab down	CRFBP-R2 block	SUMO HTRF inh	GalR3 antagonist	IMP-1 inhibitor	VIM-2 inhibitor	IDE act
CC(=O)N1c2ccc(S(=O)(=O)NC(CC(=O)O)c3ccc(Br)cc3)cc2CC1C (stereo unspecified)	3	0	-4	6	7	1	-1.4	-1.2	1
O=C(CN1CCCCCCC1)N/N=C/c1ccccc1F	5	-5	-3	-20	1	-4	-3.2	1.1	3
CC(C)NC(=O)/C(C#N)=C/c1cccc(NC(=O)c2ccccc2Cl)c1	-1	-2	3	-32	6	-1	-1.2	-3.8	-8
COc1ccccc1C(c1nnnn1CCc1ccccc1)N1CCCCCC1 (stereo unspecified)	12	-13	-1	20	0	-7	24*	2.1	6

Further structures.
SMILES	IDE cell inh	HCV NS3 hel inh	p-CIP stab down	CRFBP-R2 block	SUMO HTRF inh	GalR3 antagonist	IMP-1 inhibitor	VIM-2 inhibitor	IDE act
S=c1[nH]nc(-c2ccco2)n1/N=C/c1ccccc1Cl	0	-32	-15	8	8	-4	-5.4	-1.0	5
COc1cc2nc(CN(C)Cc3ccc(F)cc3)[nH]c(=O)c2cc1OC	1	-5	-9	-17	7	3	0.6	-2.8	1
Cc1cc(C(=O)COC(=O)C2=COCCO2)c(C)n1-c1ccc2c(c1)OCO2	-4	-9	-7	-21	23	-6	-2.2	-0.8	2
CC(C)OCCCNc1nc2c(c(=O)n(Cc3ccccc3F)c(=O)n2C)n1C	-1	-6	-6	-4	18	-3	-1.8	-0.3	3
Cc1ccc2cccc(NC3OC(=O)c4ccccc43)c2n1 (stereo unspecified)	5	29	-6	1	36	-5	-1.1	14*	1
Cc1ccc(NC(=O)CC(C)N2CCCC2)cc1 (stereo unspecified)	-2	0	-21	-10	6	-1	-2.6	-3.1	-1
